# Assay outcomes (PubChem BioAssay)
# PhoP GFP inhibition – PhoP regulon inhibitors, Salmonella typhi PhoP promoter GFP reporter, confirmatory (AID 1850) | hit rate 0.33% among 310,000 | Salmonella Typhi PhoP-promoter GFP reporter, fluorescence, 4 h; higher % means a stronger effect | inhibition, % at 50 µM; hits with a dose series show IC50 in µM; in the data active = a potency from the dose series; inconclusive = inhibition mostly from about 25% at the one dose, without a potency; inactive = the rest, 99 in 100 with inhibition below about 19%;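 also: 0% = induced wells with vehicle and 100% = uninduced wells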
# H1N1 NS1A inhibition – H1N1 influenza NS1A inhibitors, functional cell based assay (AID 504329). inhibition, % at 12.5 µM; hits with a dose series show IC50 in µM. hit rate 0.3% among 340,000. NS1A functional cell-based assay, percent inhibition; higher % means a stronger effect; in the data active = a potency from the dose series; inconclusive = inhibition above about 27% without an active follow-up result; also: strong numbers were not always called active
# tuberculosis growth – growth inhibition of non-replicating M. tuberculosis (AID 488890); Mycobacterium tuberculosis non-replicating, growth inhibition; higher % means a stronger effect; one-dose inhibition, % at 25 µM; IC50 in µM for titrated hits; hit rate 0.39% among 320,000; in the data active = a potency from the dose series; inconclusive = inhibition mostly from about 82% at the one dose, without a potency; inactive = the rest, 99 in 100 with inhibition below about 76%;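 also: plate controls were DMSO cells for no effect and high antibiotic wells for full effect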
# M. tuberculosis HTS – M. tuberculosis growth inhibition, HTS (AID 449762) | inhibition, % at 25 µM; hits with a dose series show IC50 in µM | M. tuberculosis H37Rv growth inhibition, 7H9 media; higher % means a stronger effect | hit rate 0.59% among 330,000; in the data active = a potency from the dose series; inconclusive = inhibition above about 70% without an active follow-up result;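 also: bacterial growth assessed after seven days of incubation; strong numbers were not always called active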
# VEEV TC-83 Vero – inhibitors of VEEV TC-83 cytopathic effect, confirmation, Vero cells (AID 588727) | Vero cells, VEEV TC-83 cytopathic effect inhibition; higher % means a stronger effect | one-dose inhibition, % at 20 µM; IC50 in µM for titrated hits | hit rate 0.13% among 350,000; in the data active = a potency from the dose series; inconclusive = inhibition mostly from about 14% at the one dose, without a potency; inactive = the rest, 99 in 100 with inhibition below about 12%; also: strong numbers were not always called active
# Starred values were filed as active, the others as inactive; i = inactive; ? = inconclusive; . = not tested or not shown.
# Start of the listing, in advance (4 entries):
cpd | SMILES | M. tuberculosis HTS | VEEV TC-83 Vero | tuberculosis growth | H1N1 NS1A inhibition | PhoP GFP inhibition
1 | CC(=O)c1cc(N2CCOCC2)ccc1[N+](=O)[O-] | . | i | . | 4% | .
2 | C[C@]12C(=O)N(c3ccccc3)C(=O)N1[C@H]1c3ccccc3OC[C@@H]1[C@H]2c1ccccc1 | 16% | 0.6% | . | 0% | .
3 | C=CCNC(=O)CC(C)C(CCCCC)C(=O)O (stereo unspecified) | -6% | i | 0% | -2% | -2%
4 | CN(c1ccccc1)c1ccc(/C=C/[N+](=O)[O-])cc1 | 9µM* | 8.3% | ? | -10% | 22%

# Results, repeating the preview:
cpd | SMILES | M. tuberculosis HTS | VEEV TC-83 Vero | tuberculosis growth | H1N1 NS1A inhibition | PhoP GFP inhibition
1 | CC(=O)c1cc(N2CCOCC2)ccc1[N+](=O)[O-] | . | i | . | 4% | .
2 | C[C@]12C(=O)N(c3ccccc3)C(=O)N1[C@H]1c3ccccc3OC[C@@H]1[C@H]2c1ccccc1 | 16% | 0.6% | . | 0% | .
3 | C=CCNC(=O)CC(C)C(CCCCC)C(=O)O (stereo unspecified) | -6% | i | 0% | -2% | -2%
4 | CN(c1ccccc1)c1ccc(/C=C/[N+](=O)[O-])cc1 | 9µM* | 8.3% | ? | -10% | 22%
5 | Cc1cccc(-c2cc3nc4c(c(N5CCOCC5)n3n2)CCCC4)c1 | ? | 3.9% | 11% | 15% | -6%
6 | Cc1ccc(-n2c(SCC(=O)NCC3CCCO3)nc3c(c2=O)SCC3)cc1 (stereo unspecified) | 4% | 3.8% | 15% | 4% | -12%
7 | C=CCOc1cccc(C2C(C(=O)c3ccco3)=C(O)C(=O)N2Cc2ccncc2)c1 (stereo unspecified) | 4% | 0.1% | 25% | -1% | 0%
8 | Cc1nnc(-c2ccc(Oc3ccc(C)c(C)c3)c([N+](=O)[O-])c2)o1 | 2% | 3.0% | 39% | 6% | -3%
9 | CCc1noc(C)c1C(=O)Nc1ccc(-c2nnc3n2CCCCC3)cc1 | -1% | 0.3% | -5% | 2% | 1%
10 | Cc1nc(Nc2ccccc2C)c2cnn(C)c2n1 | . | 1.0% | . | 0% | .
11 | COc1cc(/C=N/NC(=O)c2cccs2)ccc1OCc1ccccc1 | -1% | 6.7% | 3% | -19% | 21%
12 | CC1C(=O)Nc2ccccc2N1C(=O)c1ccccc1 (stereo unspecified) | 0% | 2.4% | -6% | 0% | 4%
13 | Cc1nn(-c2ccccc2)c(C)c1C(=O)OCC(=O)N1CC(=O)Nc2ccccc21 | -4% | 4.8% | 23% | 7% | 4%
14 | Cc1cccc(C)c1NC(=O)CSc1nnc(C)n1-c1ccccc1 | -3% | 0.1% | -5% | -1% | -7%
15 | O=C(/C=C/c1ccc([N+](=O)[O-])s1)N1CCCCC1 | ? | i | ? | 5% | -40%
16 | Cc1ccc(-c2nnnn2-c2ccc(C)cc2)cc1 | 12% | 1.4% | 1% | -22% | 6%
17 | COc1cccc(OCCCCCCN2CCOCC2)c1 | -2% | 0.1% | 0% | 0% | 5%
18 | N#CC(c1ccc(F)cc1)c1ccc(C(=O)c2ccccc2)cc1 (stereo unspecified) | 2% | 2.8% | 38% | -7% | 4%
19 | CCOC(=O)c1c(/N=C/N(C)C)sc(/C=N/Nc2ccccc2)c1-c1ccccc1Cl | 82µM* | 7.3% | 62% | 12% | -2%
20 | CCSc1nnc(NC(=O)Cc2ccc(OC)c(OC)c2)s1 | 3% | 2.6% | -1% | -5% | 6%
21 | O=C(c1ccccc1)C1CCCN(Cc2nc(-c3cnccn3)no2)C1 (stereo unspecified) | 2% | 1.0% | 25% | 10% | 1%
22 | CCCCCCCCCCCCCCCC(=O)NCCc1c[nH]c2ccccc12 | -17% | i | -27% | 6% | -1%
23 | Cc1cccc(NC(=O)CCC(=O)N/N=C/c2ccco2)c1 | -4% | 1.6% | 65% | -3% | -1%
24 | CN(C)CCCNc1oc(/C=C/c2cccs2)nc1S(=O)(=O)c1ccccc1 | 12% | 0.5% | 16% | 5% | -13%
25 | CC(C)N(Cc1cnn(C)c1)C(=O)C1CCC(=O)N(CCc2cccc(F)c2)C1 (stereo unspecified) | 2% | 1.2% | 11% | 8% | -6%
26 | COc1ccc(CNC(=O)C/C(C)=N/NC(=O)c2cc(OC)cc(OC)c2)cc1 | -2% | . | -11% | . | 1%
27 | Cn1cnc([N+](=O)[O-])c1Sc1ccc([N+](=O)[O-])cc1 | ? | 7.2% | i | 2% | 0%
28 | COc1ccc(CN(CC2CCC(C(=O)O)CC2)C(=S)Nc2cc(C)ccc2C)cc1 (stereo unspecified) | . | 1.2% | . | -9% | .
29 | COc1cccc(CNC(=O)CCC2CCCN(C(=O)C3CCOCC3)C2)c1 (stereo unspecified) | 0% | 0.5% | 7% | 3% | 15%
30 | CCOC(=O)C1(Cc2ccccc2C)CCCN(C(=O)COC)C1 (stereo unspecified) | -1% | 0.4% | 13% | -8% | 8%
31 | COc1cccc(N2CCN(Cc3cccc(Cl)c3)CC2)c1 | 4% | i | 37% | -2% | -10%
32 | COC(CNC(=S)Nc1ccc([N+](=O)[O-])cc1)OC | 1% | 1.1% | 13% | 2% | 5%
33 | COc1ccc2c(c1OC)C(=O)N(c1cccc(C(F)(F)F)c1)C2 | 4% | i | 30% | -5% | -7%
34 | CCOC(=O)c1c(C)nc2cc(C)cc(C)n12 | 4% | 0.7% | ? | -4% | 4%
35 | Cc1ccc(SCc2cc(-c3ccc(Cl)cc3)no2)cc1 | 6% | 7.5% | 77% | 4% | 4%
36 | CC(=O)NC(=S)Nc1ccc(S(=O)(=O)N2CCOCC2)cc1 | -1% | 1.4% | 2% | -5% | 2%
37 | COc1ccc(-c2cc3cc4c(cc3cn2)OCO4)cc1 | 2% | 0.2% | 3% | 15% | .
38 | COc1ccc(NC(=O)C2CCN(C(=O)Nc3ccc(C)cc3)CC2)cc1OC | 4% | 2.1% | 2% | -2% | 2%
39 | O=C(O)c1ccc(S(=O)(=O)c2ccc3c(c2)C(=O)N(NC(=O)c2cccnc2)C3=O)cc1 | 7% | 1.2% | -1% | -5% | 5%
40 | O=C(Nc1ccccc1N1CCOCC1)c1cnccn1 | -12% | 0.6% | -4% | 11% | -1%
41 | CC1(C)CC1C(=O)Nc1ccc([N+](=O)[O-])cc1Br (stereo unspecified) | -1% | i | -8% | 13% | -4%
42 | Cc1ccnc(NC(=O)Cn2cc([N+](=O)[O-])cn2)c1 | 6% | 0.6% | 9% | 6% | -4%
43 | COc1ccc(C2(C)CC(=O)NC2=O)cc1 (stereo unspecified) | 9% | 1.8% | -2% | -9% | -8%
44 | COCCN(Cc1ccccc1)C(=O)c1cccc(S(=O)(=O)N(C)c2c(C)n(C)n(-c3ccccc3)c2=O)c1 | 0% | 1.1% | 14% | -14% | 7%
45 | CC(=O)Nc1ccc(OCC(=O)NC(C)c2ccc(F)cc2)cc1 (stereo unspecified) | -3% | 1.0% | -2% | -10% | 2%
46 | O=C(CN(C(=O)CCC(=O)Nc1nccs1)c1ccc(F)cc1)NCc1ccco1 | 1% | 0.4% | 4% | 2% | 5%
47 | O=[N+]([O-])c1nn(-c2ccc3c(c2)OCCO3)n(O)c1=NCCCO | 13% | 0.4% | 44% | 1% | 2%
48 | Cc1ccc(/C=C/C(=O)N2CCN(c3cccc(C(F)(F)F)c3)CC2)cc1 | -3% | i | -8% | -5% | -6%

# 4 compounds drawn at random from those above, as already listed:
cpd | SMILES | M. tuberculosis HTS | VEEV TC-83 Vero | tuberculosis growth | H1N1 NS1A inhibition | PhoP GFP inhibition
43 | COc1ccc(C2(C)CC(=O)NC2=O)cc1 (stereo unspecified) | 9% | 1.8% | -2% | -9% | -8%
25 | CC(C)N(Cc1cnn(C)c1)C(=O)C1CCC(=O)N(CCc2cccc(F)c2)C1 (stereo unspecified) | 2% | 1.2% | 11% | 8% | -6%
16 | Cc1ccc(-c2nnnn2-c2ccc(C)cc2)cc1 | 12% | 1.4% | 1% | -22% | 6%
2 | C[C@]12C(=O)N(c3ccccc3)C(=O)N1[C@H]1c3ccccc3OC[C@@H]1[C@H]2c1ccccc1 | 16% | 0.6% | . | 0% | .

# The results go on.
cpd | SMILES | M. tuberculosis HTS | VEEV TC-83 Vero | tuberculosis growth | H1N1 NS1A inhibition | PhoP GFP inhibition
49 | Cc1cc2c(cc1C)NC(c1nc3ccccc3[nH]1)C1=C(CC(C)(C)CC1=O)N2 (stereo unspecified) | 1% | 9.9% | 24% | -12% | -1%
50 | O=C1c2cccnc2C(Nc2ccc(Br)cc2)N1Cc1cccs1 (stereo unspecified) | 4% | 3.8% | 37% | 4% | -3%
51 | O=C(CNC(=O)c1ccco1)NC1CCCCCC1 | -6% | 1.1% | 5% | 0% | -4%
52 | CC(=O)Nc1ccc(S(=O)(=O)Nc2cccc(S(=O)(=O)N(C)c3ccccc3)c2)cc1 | . | 8.1% | . | -2% | .
53 | COC(=O)c1cc(S(=O)(=O)NCCc2ccc(C)cc2)c[nH]1 | 5% | 1.0% | -12% | 7% | -9%
54 | Cc1ccccc1Cn1c(-c2cncs2)nc2ccccc21 | 0% | 2.5% | 46% | 2% | 5%
55 | CN(CC(=O)Nc1ccc(Cl)c(C(F)(F)F)c1)C(=O)CCNC(=O)c1ccco1 | 4% | i | -24% | -4% | 5%
56 | N#CC(OC(=O)c1ccccc1)c1cccc([N+](=O)[O-])c1 (stereo unspecified) | . | 1.8% | . | 6% | .
57 | CN1CCN(c2ccccc2NC(=O)c2ccc(Br)o2)CC1 | 3% | 0.5% | -6% | -5% | -5%
58 | CCOC(=O)c1ccc2nc(C)cc(Nc3cccc(C(=O)O)c3)c2c1 | -4% | . | . | . | -7%
59 | NS(=O)(=O)c1ccc(CCNC(=O)c2ccc3c(c2)N(Cc2ccccc2)CCS3)cc1 | -5% | 2.7% | 0% | 0% | -9%
60 | COc1ccc(CNc2ccc(Cl)cc2)cc1Cn1ccnc1 | ? | 0.9% | ? | -1% | 7%
61 | N/C(=N\S(=O)(=O)c1ccc(Cl)s1)c1ccccc1 | -2% | i | 0% | 3% | 2%
62 | CC(=O)Nc1cccc(C(=O)OC(C)C(=O)NC(=O)NC2CCCCC2)c1 (stereo unspecified) | -10% | 1.8% | -1% | -2% | 4%
63 | CCc1nc(Nc2ccc3c(c2)OCCO3)c2oc3ccccc3c2n1 | -3% | i | 18% | -4% | 10%
64 | CCCCCC(=O)N1CCCCC1 | 8% | i | 61% | -10% | 4%
65 | O=C(CSc1ccccc1)OCC(=O)N1CCN(C(=O)c2ccco2)CC1 | 7% | 0.4% | . | -7% | .
66 | Cc1ccc2cc(/C=N/NC(=O)CN3CCCCC3)c(Cl)nc2c1 | 4% | 1.0% | 6% | 1% | -2%
67 | CCOC(=O)COc1ccc(C)cc1-c1ccno1 | ? | 0.8% | ? | -9% | -13%
68 | CC(C)CCNC(=O)C(c1cccnc1)N(CCc1ccccc1)C(=O)Cn1nnc2ccccc21 (stereo unspecified) | -12% | 1.7% | -18% | -2% | 3%
69 | CC(=O)c1cc(C#N)c(SCc2ccc(F)cc2)nc1C | 6% | 4.6% | 1% | 5% | 3%
70 | CCC(C)[C@H](NC(=O)[C@@H]1Cc2c([nH]c3ccccc23)C2c3ccccc3C(=O)N21)C(=O)NCC1CCCO1 (stereo partly specified) | 6% | 5.2% | 35% | 0% | 2%
71 | CCOc1ccccc1-n1nnnc1SCC(=O)Nc1cc2oc3ccccc3c2cc1OC | -7% | 0.8% | -27% | 1% | -10%
72 | CCCCN(C(=O)c1c(C)[nH]c(C(=O)OCC)c1C)c1ccccc1 | -4% | i | -13% | 4% | -1%
73 | COc1ccc(CN(C(=O)CN2C(=O)c3ccccc3S2(=O)=O)C(C(=O)NCC2CCCO2)c2ccco2)cc1 (stereo unspecified) | -1% | 1.7% | 3% | 6% | -2%
74 | COc1ccc(C(=O)NNC(=O)c2cc3cccc(OC)c3oc2=O)cc1 | 40% | 1.1% | ? | -4% | -2%
75 | COc1cc(OC)nc(/N=C/NO)n1 | -2% | 0.1% | -5% | . | 0%
76 | COC(=O)c1nn(C23CC4CC(CC(C4)C2)C3)c2c1C(=O)N(c1ccc(F)cc1)C2=O | -1% | 6.2% | -9% | 10% | 0%
77 | CCN(CC)C(=O)CSc1nc(O)c(Cc2ccccc2)c(=O)n1-c1ccccc1C | -8% | i | -4% | -1% | -5%
